Screens: PubChem, National Center for Advancing Translational Sciences (NCATS)
ALOX12 inh = Primary qHTS assay for inhibitors of human arachidonate 12S-lipoxygenase (ALOX12): Round 2; Potency, µM (series often up to 108 µM), without a hit: top-dose activity change, negative = inhibition, hits mostly inhibitors; AID 1671190, 2021; 580,000 compounds, 1.1% hits; purified 12hLO, xylenol orange hydroperoxide absorbance; Polyunsaturated fatty acid lipoxygenase ALOX12 (Homo sapiens), P18054; active = well fitted inhibition curve with a large enough effect; inconclusive = small, poorly fitted or top-dose-only effect, or another doubt; inactive = no such curve, though single readings can be large or run the other way
Target sequence (P18054 whole entry, looked up): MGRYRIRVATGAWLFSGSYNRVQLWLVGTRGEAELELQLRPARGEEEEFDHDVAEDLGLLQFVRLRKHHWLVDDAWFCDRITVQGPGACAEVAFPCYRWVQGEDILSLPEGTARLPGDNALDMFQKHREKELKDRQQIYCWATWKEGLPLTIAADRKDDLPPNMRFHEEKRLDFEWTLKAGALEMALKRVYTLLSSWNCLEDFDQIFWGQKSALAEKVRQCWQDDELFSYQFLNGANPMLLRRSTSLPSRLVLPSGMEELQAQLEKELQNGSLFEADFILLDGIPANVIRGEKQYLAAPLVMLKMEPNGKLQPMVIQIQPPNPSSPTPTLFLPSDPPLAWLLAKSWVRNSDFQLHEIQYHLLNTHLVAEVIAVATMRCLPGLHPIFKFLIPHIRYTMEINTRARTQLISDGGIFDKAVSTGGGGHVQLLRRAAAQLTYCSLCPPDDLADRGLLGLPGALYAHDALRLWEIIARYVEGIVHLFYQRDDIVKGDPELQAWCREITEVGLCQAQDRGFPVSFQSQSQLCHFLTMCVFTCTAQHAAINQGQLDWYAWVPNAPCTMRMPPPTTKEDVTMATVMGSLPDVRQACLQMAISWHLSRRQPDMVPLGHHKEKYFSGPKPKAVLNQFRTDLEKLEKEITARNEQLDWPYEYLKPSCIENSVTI
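Purified human 12hLO (150 nM final) in 25 mM Hepes, 0.01% Triton X-100, pH 7.0 was preincubated 15 min at room temperature with compound. Then 40 uM arachidonic acid was added, 30 min. Hydroperoxide was read by Fe-XO absorbance ratio 573/405 nm.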
Numbers without * were called inactive; ? = inconclusive; [ ] = remark or other dose. % is set by controls: 0 for no effect and ±100 for the full control effect; potency is the fitted concentration of half-maximal effect. Some of the compounds tested; rates above refer to the full screens.

ALOX12 inh | smiles
20µM* | CC(C)C(C#CCN1CCCCC1)(c1ccccc1)c1ccccc1
-0.1% | COc1cc2c(cc1OC)C(C[C@H]1CN(C(=O)c3ccc(N(C)C)cc3)CC[C@H]1CC(=O)O)=NCC2
4.3%[6.33 µM] | Cn1ccc(C(=O)N2CC3ON=C(C(=O)NCc4ccc(F)cc4)C3C2)n1 (stereo not drawn)
20.1% | CCCCCNC(=O)Cc1csc2nc(C)c(-c3cc(C)n(-c4ccccc4CC)n3)c(=O)n12
54.3% | O=C(NCc1ccc(F)cc1)c1nc(-c2cccc(C(F)(F)F)c2)c2cnccn12
91.4%[activator] | O=C(O)C(c1cccc2c1OCC2)N1CCCN(c2ncccn2)CC1 (stereo not drawn)
-2.0% | CSc1nc(C(=O)NCc2nc(-c3cccc(NC(=O)c4ccc(C)s4)c3)oc2C)cs1
2.8% | COc1ccc(C(=O)NC2CCN(c3cc(-c4cccs4)[nH]n3)C2)c(C)c1 (stereo not drawn)
1.4% | Cc1ccc(S(=O)(=O)CC(=O)c2ccc(Cl)cc2)cc1C
-5.2% | CC(=O)c1ccccc1-c1ccc2c(c1)CC(CNC(=O)c1ccnc(Cl)c1)O2 (stereo not drawn)
71.1%[activator] | CN1CCC(N2CC[C@@H]3C(=O)NCCCCCCN(Cc4ccncc4)[C@@H]3C2)CC1
3.8% | COc1ccccc1OCCNC(=O)c1cn2ccnc(-c3ccc(C)cc3)c2n1
-5.5% | NC(=O)C1CCCN(Cc2ccc(-c3cnc4c(OCc5ccccc5)nccn34)cc2)C1 (stereo not drawn)
-5.2% | CC1=C(C)CC(C(=O)N2CCc3ccccc3C2)C(C(=O)O)C1 (stereo not drawn)
44.9% | Cc1cccc(CNC(=O)C2(c3ccc(NS(C)(=O)=O)cc3)CCC2)c1
7.5% | CC(C)CNC(=O)N1CCCC(c2nc(CCOc3ccc(F)cc3)no2)C1 (stereo not drawn)
1.2% | CC(C)CC(=O)NCC12CC3CC(CC(C3)C1)C2
13.5% | COCCCn1c(C)cnc1C1CCN(C(=O)NCC(=O)OC)C1 (stereo not drawn)
45.6%[activator][176 µM] | CC(C)NC(=O)c1ccnc(-c2nnc3ccc(Nc4ccccc4)nn23)c1
13.2%[176 µM] | CCN(CC)C(=O)CC[C@@H]1CNC(=O)[C@@H]2C[C@H](NC(=O)Nc3ccsc3)CN12

Filtered by structure, those above with a Cl atom
ALOX12 inh | smiles
1.4% | Cc1ccc(S(=O)(=O)CC(=O)c2ccc(Cl)cc2)cc1C
-5.2% | CC(=O)c1ccccc1-c1ccc2c(c1)CC(CNC(=O)c1ccnc(Cl)c1)O2 (stereo not drawn)

The listing picks up with the 5 entries that preceded the break.
ALOX12 inh | smiles
7.5% | CC(C)CNC(=O)N1CCCC(c2nc(CCOc3ccc(F)cc3)no2)C1 (stereo not drawn)
1.2% | CC(C)CC(=O)NCC12CC3CC(CC(C3)C1)C2
13.5% | COCCCn1c(C)cnc1C1CCN(C(=O)NCC(=O)OC)C1 (stereo not drawn)
45.6%[activator][176 µM] | CC(C)NC(=O)c1ccnc(-c2nnc3ccc(Nc4ccccc4)nn23)c1
13.2%[176 µM] | CCN(CC)C(=O)CC[C@@H]1CNC(=O)[C@@H]2C[C@H](NC(=O)Nc3ccsc3)CN12
-0.7% | CCc1nc(-c2c3n(c(=O)n(CC(=O)Nc4ccc(F)cc4F)c2=O)CCCCC3)no1
-14.4% | COc1ccccc1/C=C/C(=O)c1cc(F)ccc1OC(=O)c1ccccc1
? | Clc1ccc(-c2nc3sccn3c2C=NOCc2ccc(Cl)c(Cl)c2)cc1
26.8%[176 µM] | c1cncc(-c2nnc3n2CCN(Cc2ccsc2)C3)c1
-28.5% | O=c1[nH]nc(SCc2nc(-c3ccc(Cl)cc3)no2)n2nc(-c3ccco3)cc12
? | Cc1noc(C)c1-c1nccc2c(=O)cc(-c3ccccn3)oc12
11.9% | Cc1cccn2c(=O)cc(COc3ccccc3NC(=O)Nc3ccccc3F)nc12
? | O=C(NC1CCCCCC1)c1nc(-c2ccccc2)n(-c2ccccc2)n1
44.5%[activator] | Cc1ccc(CNC(=O)CC2CCCN(c3cn[nH]c(=O)c3)C2)cc1 (stereo not drawn)
47.2%[activator] | CCCN(CC1CCOC1)C(=O)Nc1cccc(Cl)c1C (stereo not drawn)
-17.4% | Cc1cc(NC(=O)OC(C)(C)C)c(-n2nnnc2C(C(=O)c2ccc3c(c2)OCO3)N2CCCCC2)cc1C (stereo not drawn)
10.1%[176 µM] | CC(C)CNC1(Cc2cc(CN(C)C)on2)COC1
? | CC(C)(C)c1ccc(C(=O)N(C2CCCCC2)C2CCCCC2)cc1
61.0%[activator][176 µM] | CC(C)(C)c1cnc([C@@H]2COCCN2Cc2ccccc2O)[nH]1
? | O=C(Nc1ncc(Cc2ccccc2)s1)C1CC(=O)N(Cc2ccco2)C1 (stereo not drawn)
22.6% | O=C(NC12CC3CC(CC(C3)C1)C2)c1csc2c1CCCC2
? | CC(COc1ccc(Br)cc1)CN1CCC(C(O)(c2ccccc2)c2ccccc2)CC1 (stereo not drawn)
? | CCOC(=O)N1CCN(Cc2cc(=O)oc3cc(C)c(C)cc23)CC1
? | CN(Cc1cccc(F)c1)C(=O)CCCc1c[nH]c2ccccc12
-52.5% | CC(C)COC(=O)/C(C#N)=C\c1c[nH]c2ccccc12
2.4% | O=C(NC[C@H]1O[C@H](Cc2cc(-c3ccccn3)on2)CC[C@@H]1O)c1ccc2c(c1)OCO2
-23.8% | C/C(=N\NC(N)=S)c1cccc([N+](=O)[O-])c1
-1.7% | C#CCNC(=O)c1cc(-c2ccccc2)nc2ccccc12
9.2% | Cc1ccc(C(=O)N2C[C@H](c3nc(-c4cccnc4)no3)[C@@H](C)C2)c(C)c1
-22.0% | Cc1nc2ccc(Cl)cc2cc1C(=O)N(C)CCOc1ccc(F)cc1
-7.9% | Cc1ccc(NC(=O)CSc2cnc3cc(S(=O)(=O)N4CCCCC4)ccc3n2)cc1
6.8% | N#Cc1ccc(N2CCN(C(=O)c3cccc(C(F)(F)F)c3)CC2=O)cc1
-9.6% | COc1ccc2oc(=O)c(-c3cn4cccc(C)c4n3)cc2c1
-6.0%[176 µM] | Cc1noc2c(NC3CCN(C)CC3)cc(-c3ccc(Cl)cc3)nc12
11.1% | Cc1ccccc1OCC(=O)Nc1cccc2cccnc12
37.9%[activator] | O=C(NCCc1ccccc1)N(C1CCOCC1)C1CCN(Cc2cccc(F)c2)CC1
38.1%[activator] | Cc1ccc(CNC(=O)N2CCn3nnc(CCC(=O)NC4CC4)c3C2)cc1
3.9% | CC(=O)CC1(O)C(=O)Nc2ccc(F)cc21 (stereo not drawn)
1.6% | O=S(=O)(Nc1nc2ccccc2nc1NCc1ccc(F)cc1)c1ccc(F)cc1
-28.2% | O=C(COC(=O)c1cc(=O)[nH]c2ccccc12)Nc1ccccc1
? | O=S(=O)(NCc1ccc(S(=O)(=O)N2CCCCC2)cc1)c1ccc2c(c1)CCC2
-6.0% | COC(=O)C1(NC(=O)CCNC(=O)C2CCCC2)CCC(C)CC1 (stereo not drawn)
57.4%[activator] | Cc1noc(CN2CCc3nc(-c4ccc(F)cc4F)[nH]c3C2)n1
66.6%[activator] | CC(=O)N(C1CCOCC1)C1CCN(C(=O)Nc2ccccc2)CC1
3.0% | CNC(=O)NC(=O)C(C)Sc1nnc(-c2ccccc2Cl)n1-c1cccc(C(F)(F)F)c1 (stereo not drawn)
2.3% | CC(=O)Nc1cc(C(=O)N2CCSCC2)cc2ncn(CCc3ccccn3)c12
-3.3% | O=C(NC1CCN(c2cc(-c3ccc(F)cc3)[nH]n2)C1)c1ccccc1 (stereo not drawn)
1.5% | COc1cc(Br)c(/C=C(/C#N)C(=O)c2ccccc2)cc1OC
? | Cn1c(=O)n(C)c2cc(SCc3ccco3)c(NC(=O)c3ccc(Cl)cc3)cc21
-3.0% | O=C1NC(Cc2ccccc2)c2nc3cc(Cl)ccc3c(=O)n2-c2cc(Cl)ccc21 (stereo not drawn)
-21.7% | Cc1c(C)n(CCN(C)C)c2ncn3nc(COc4ccc(Cl)cc4)nc3c12
? | COc1ccc2[nH]c(C(=O)NCc3ccco3)cc2c1OC
? | CCOc1ccc(NC(=O)Nc2c(NC3CCCC3)c3ccccc3oc2=O)cc1
-5.5% | O=C(NCCC1CCCO1)c1cc(-c2ccc(F)cc2)nc2ccccc12 (stereo not drawn)
6.9% | Cn1c(=O)c2c(nc(NCCc3ccc(F)cc3)n2Cc2ccccc2Cl)n(C)c1=O
-16.9% | CC(C)NC(=O)N1CCN(C(=O)NC(C)C)[C@@H](C(=O)N[C@@H](CC2CCCCC2)C(N)=O)C1
34.5%[activator] | CCCNC(=O)N1CCCC(c2noc(COCC)n2)C1 (stereo not drawn)
? | CC(=O)N1CCN(c2nc3c(s2)CC(C(=O)NCc2cccc(Cl)c2)CC3)CC1 (stereo not drawn)
6.8% | Cc1c(CCC(=O)NC2CC(C)(C)NC(C)(C)C2)c(=O)oc2cc(O)ccc12
? | NC(=S)NNc1ccccc1
-33.9% | COc1ccccc1-c1c(C)nn2c(SCC(=O)NCc3ccc(C)cc3)cc(C)nc12
11.5% | Cn1c(=O)c2c(nc(NCc3ccc4c(c3)OCO4)n2Cc2c(Cl)cccc2Cl)n(C)c1=O
? | COc1ccc(C)cc1NC(=O)C1CC(=O)N(c2n[nH]c3cc(Br)ccc23)C1 (stereo not drawn)
22.7% | CCn1cc(C(=O)N2CCCC(C(=O)Nc3cccc(-c4cc5ccccc5[nH]4)c3)C2)cn1 (stereo not drawn)
18.0% | O=C(Nc1ccccc1)C(=O)c1cn(CC(=O)N2CCOCC2)c2ccccc12

Further results
ALOX12 inh | smiles
10.0% | COc1ccccc1OCC(=O)N(C)Cc1nc(-c2cccc(C)c2)no1
? | CC1=C(C(=O)c2ccc(Cl)cc2)C(c2ccccc2)NC(=O)N1 (stereo not drawn)
12.0%[176 µM] | Cn1nc(C2CCN(C(=O)Cc3ccc(F)cc3)CC2)[nH]c1=O
-25.9%[176 µM] | O=C1CO[C@H]2CCN(Cc3ccccc3)CC[C@@H]2N1c1ccccc1
1.3% | Cc1cc(C)n(CC(=O)N2CCCCC2C(=O)Nc2ccc(-n3nc(C)cc3C)cc2)n1 (stereo not drawn)
-1.5%[176 µM] | O=C(C1=NO[C@@H]2CN(Cc3ccc(F)cc3)C[C@H]12)N1CCN(c2ccccn2)CC1
? | COc1ccc(NC(=O)C2CC(=O)Nc3nc(N4CCc5ccccc5C4)[nH]c(=O)c32)cc1 (stereo not drawn)
52.9%[activator] | COc1ccc(-c2ccc3nnc(CNC(=O)c4nccc5ccccc45)n3n2)cc1
-55.3%[176 µM] | Cc1cc(C)c(CNC(=O)c2nc(-c3ccccc3)cc3c2ccn3C(C)C)c(=O)[nH]1
3.6% | CC(=NNC(N)=O)c1ccc(Cl)c(-n2cccc2)c1
7.4% | O=C(Nc1ncn[nH]1)C1CC(=O)N(c2ccccc2)C1 (stereo not drawn)
67.7%[activator] | O=C(Cn1nc(-c2ccccc2)n(CCc2ccccc2)c1=O)NC1CC1
38.0%[activator][176 µM] | CC1=C[C@@H](CN(CC2CC2)CC2CC2)[C@H](C(C)C)C[C@H]1Cc1nc2c(C)cccc2[nH]1
30.4%[activator] | CCn1cc(CN2CCC([C@@H]3CNC[C@H]3CO)CC2)c2cc(OC)ccc21
? | Cc1ccc(/C=C(/C#N)C(=O)c2ccccc2)o1
? | Cc1ccc2oc(=O)cc(CN3CCN(c4ccc(F)cc4)CC3)c2c1
61.6%[activator] | CCOc1ccc(CC(=O)NC2CCN(c3cc(-c4ccc(OC)cc4)[nH]n3)CC2)cc1
13.7% | Cc1ccc(-c2ccc3nnc(CNC(=O)C4CCCCC4)n3n2)cc1C
? | O=C1CCCC2=C1C(c1ccsc1)CC(=O)N2c1ccccc1C(F)(F)F (stereo not drawn)
7.2%[176 µM] | COc1ccc(-c2cc(C(=O)NCCc3cnc[nH]3)c3c(c2)N(C)CCO3)cc1OC

Some of these compounds in order of the ALOX12 inh value, ascending:
ALOX12 inh | smiles
-5.5% | NC(=O)C1CCCN(Cc2ccc(-c3cnc4c(OCc5ccccc5)nccn34)cc2)C1 (stereo not drawn)
-2.0% | CSc1nc(C(=O)NCc2nc(-c3cccc(NC(=O)c4ccc(C)s4)c3)oc2C)cs1
-1.7% | C#CCNC(=O)c1cc(-c2ccccc2)nc2ccccc12

Next part.
ALOX12 inh | smiles
41.1%[activator] | COC[C@@H]1CN(C(C)C)C[C@H]1c1nc(C2CC2)no1
? | COc1ccc(Cn2c(C3CCN(C(=O)Cc4ccc(Cl)cc4)CC3)n[nH]c2=O)cc1
-34.6% | CC(Sc1nnc(-c2ccco2)o1)C(=O)Nc1ccc2c(c1)OCO2 (stereo not drawn)
117.6%[activator] | COc1ccc(Oc2coc3cc(OC(=O)c4ccc5c(c4)OCO5)ccc3c2=O)cc1
? | Cc1ccn(CCC(=O)NCC2Cc3cc(Cl)cc(-c4ccc5[nH]ccc5c4)c3O2)n1 (stereo not drawn)
31.8%[activator] | CC(NC(=O)NOCc1ccccc1)c1ccccn1 (stereo not drawn)
? | O=S(=O)(Cc1cccc(F)c1)Cc1csc(-c2ccccc2)n1
41.5%[activator] | Cn1nc(-c2nncn2CC2CC2)c2c1CCN(C(=O)c1n[nH]c(=O)c3ccccc13)C2
38.5%[activator] | O=C(NCCCc1ccccc1)C1CCN(C(=O)c2ncn3c2COC(c2ccccc2)C3)CC1 (stereo not drawn)
-5.9% | O=C(CSc1nc(-c2cccs2)nc2ccccc12)NCc1ccccc1
-9.2% | N#Cc1ccc(CN2C[C@@H](NC(=O)c3cccnc3)C[C@H]2CO)cc1
42.5%[activator] | CCCNC(=O)N1CCC(c2noc(-c3cccnc3)n2)C1 (stereo not drawn)
